# E-selectin induc = E-selectin induction on HUVECs | P16581 | 260,000 compounds, 0.37% hits | activation, % at 7.58 µM | HUVEC E-selectin immunofluorescence imaging; normalized: neutral wells 0, TNF-alpha wells 100;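 active = mean E-selectin-positive cell signal at least 10% of the positive control, reached in at least 60% of replicates, without over 20% cell loss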;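 note: in these data hits start at about 27%; measured in HUVEC primary endothelial cells; signal is the percent of cells scored E-selectin positive by PE staining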
#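 Material: HUVEC primary endothelial cells; Amount: 3,000 cells per well; Dosing: single concentration; Medium: EGM-2 growth medium on 0.1% gelatin-coated wells; Read-out basis: percent E-selectin-positive cells; Signal: immunofluorescence imaging; Control set: TNF-alpha, DMSO.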
# EWS-Fli block = inhibitors of EWS/Fli oncoprotein transcriptional activity. A673 NR0B1-luciferase reporter, viability-normalised. inhibition, % at 12.6 µM. 350,000 compounds, 0.67% hits. AID 651661;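 active = mean inhibition of at least 50% after viability correction, with every replicate also passing that limit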;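 note: firefly luciferase signal divided by Alamar Blue viability fluorescence both relative to DMSO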
# XiGFP reactiv = X-chromosome reactivation activator; AID 743238; XiGFP mouse fibroblasts, % GFP-positive cells imaging, 3 d; cells co-treated with 5-aza-dC sensitizer; scaled so ellipticine positive control = 100%; 360,000 compounds, 0.055% hits; activation, % at 7.58 µM;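 active = mean normalized replicate activation at least 10% and every replicate at or above 10%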;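 note: 0% = median of on-plate neutral control wells and 100% = ellipticine 6 µM median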
#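 assay system = SV40-immortalized XiGFP fibroblast cells, line 68-5-11 | buffer or medium = DMEM plus 5-aza-dC sensitizer | doses = single-point pinned compound dosing | times = 3-day compound exposure, then 15 min fixation at room temperature | benchmarks = positive control ellipticine, 6 µM final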
# esBAF inh = inhibitors of esBAF chromatin remodeling in mouse ES cells. reporter increase, % at 12.5 µM. AID 602393. Bmi1-luciferase knock-in reporter, 24 h; 100% = twice the neutral-well signal. 350,000 compounds, 2% hits; in the data active = activation above about 40%;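 note: 0% = median of the plate's neutral control wells and 100% = double that signal; a rise in the Bmi1 reporter signal indicates esBAF inhibition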
# FN deposition inh = fibronectin deposition inhibition. AH1F fibroblasts, Alexa488-fibronectin deposition fluorescence, overnight. inhibition, % at 12.6 µM. 350,000 compounds, 0.086% hits;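 active = mean inhibition across replicates of 30% or more, regardless of how many single replicates reach that level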;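 note: positive control wells lacked labelled fibronectin entirely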
#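 Material: AH1F fibroblasts assembling fluorescent fibronectin matrix; amount: 10000 AH1F cells/well; medium: DMEM, 2% serum; reagent: Alexa488-fibronectin, 24 nM final in well; dosing: single compound dose, delivered by pin transfer; incubation: 1 h adhesion, overnight exposure; detection: fluorescence after three HBSS washes, excitation 485 nm, emission 525 nm; measure: fibronectin deposition inhibition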
# RAD54 inh = blocks human RAD54 Holliday junction branch migration. AID 602329. FAM/BHQ fluorescence. 360,000 compounds, 0.14% hits. Q92698. inhibition, % at 10.4 µM;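 active = mean normalized replicate activity at least 40 and at least half of replicates scoring 40 or more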;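 note: 0% = median of neutral control wells and 100% = median of positive control wells; inhibitors cause a drop in the FAM fluorescence signal; in these data hits start at about 50%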
# Target sequence (Q92698 whole entry, looked up): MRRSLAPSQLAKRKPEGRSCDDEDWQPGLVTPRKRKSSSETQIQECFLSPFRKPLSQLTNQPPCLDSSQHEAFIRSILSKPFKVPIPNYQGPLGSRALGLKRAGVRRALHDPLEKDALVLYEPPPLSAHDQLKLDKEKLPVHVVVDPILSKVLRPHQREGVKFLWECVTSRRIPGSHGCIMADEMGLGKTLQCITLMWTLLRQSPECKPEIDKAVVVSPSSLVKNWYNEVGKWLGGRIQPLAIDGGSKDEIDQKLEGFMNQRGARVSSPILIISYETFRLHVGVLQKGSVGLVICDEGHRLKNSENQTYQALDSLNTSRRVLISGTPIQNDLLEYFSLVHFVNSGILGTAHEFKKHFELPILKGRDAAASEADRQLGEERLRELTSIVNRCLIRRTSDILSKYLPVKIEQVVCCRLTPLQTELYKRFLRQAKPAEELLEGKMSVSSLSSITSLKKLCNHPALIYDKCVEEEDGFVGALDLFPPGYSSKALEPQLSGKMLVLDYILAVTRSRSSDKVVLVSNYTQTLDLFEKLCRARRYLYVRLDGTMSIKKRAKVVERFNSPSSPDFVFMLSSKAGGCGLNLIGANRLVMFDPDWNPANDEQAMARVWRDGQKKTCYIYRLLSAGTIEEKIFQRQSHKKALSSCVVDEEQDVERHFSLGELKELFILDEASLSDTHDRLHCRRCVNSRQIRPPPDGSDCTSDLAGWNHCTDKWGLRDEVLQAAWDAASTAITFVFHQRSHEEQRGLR
# S100A4 MyoIIA = S100A4-myosin IIA interaction inhibition | S100A4/TAMRA-MyoIIA peptide fluorescence polarization | inhibition, % at 10.7 µM | P26447 | 360,000 compounds, 0.14% hits | AID 652163;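 active = mean inhibition of at least 70% across replicates, with every replicate also reaching that level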
# Target sequence (P26447 whole entry, looked up): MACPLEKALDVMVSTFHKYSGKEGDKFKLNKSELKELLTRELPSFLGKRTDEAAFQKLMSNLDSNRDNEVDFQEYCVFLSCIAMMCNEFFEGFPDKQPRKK
#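 Compound dosing: one dose per compound; test system: human S100A4 monomer with TAMRA-labelled myosin IIA peptide; probe or stimulus: TAMRA-labelled myosin IIA heavy-chain peptide probe, 5 nM; medium: HEPES buffer with Ca2+, pH 7.2; schedule: 5 min incubation before reading; benchmarks: neutral control DMSO, positive control TFP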
# RAD52 inh = blocks human RAD52 DNA annealing; recombinant RAD52 DNA annealing, FRET fluorescence; inhibition, % at 18.7 µM; 360,000 compounds, 0.46% hits; P43351;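 active = every replicate showing at least 50% inhibition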
# * marks the source's active call; other numbers are inactive results; nt = not tested or not shown.
# Codes: A = E-selectin induc; B = EWS-Fli block; C = XiGFP reactiv; D = esBAF inh; E = FN deposition inh; F = RAD54 inh; G = S100A4 MyoIIA; H = RAD52 inh
CCN(C[C@H]1N[C@@](CC)(C(=O)OC)[C@H]2C(=O)N(C)C(=O)[C@@H]12)C(=O)Nc1ccc(Cl)cc1
  A: nt	B: -31	C: 0.1	D: 20	E: 1	F: -11	G: -27	H: -8

CS(=O)(=O)NCCSc1cc(C(F)(F)F)nc2ccccc12
  A: 0.9	B: -4	C: 0.0	D: 6	E: 11	F: nt	G: 5	H: -7

C[C@H]1CN([C@@H](C)CO)C(=O)c2cccc(NC(=O)Nc3ccc(C(F)(F)F)cc3)c2O[C@@H]1CN(C)C(=O)Nc1ccccc1
  A: 1.0	B: -7	C: -1.0	D: 3	E: nt	F: -4	G: 6	H: -20

COCCNC(=O)C[C@H]1C[C@H]2c3cc(NC(=O)CN(C)C)ccc3O[C@H]2[C@H](CO)O1
  A: 0.2	B: 4	C: 0.2	D: -3	E: 9	F: -2	G: 5	H: -5

COc1ccccc1NS(=O)(=O)c1ccc(/C=C/C(=O)N2CCN(C(C)=O)CC2)cc1
  A: -0.4	B: -34	C: 0.3	D: 3	E: -2	F: -8	G: 3	H: 12

COc1ccccc1C#Cc1ccc([C@H]2[C@H](CO)N3CCCCN(CCC(F)(F)F)C[C@@H]23)cc1
  A: -0.8	B: 6	C: 0.1	D: 0	E: nt	F: 11	G: -6	H: -8

COc1cccc(C(=O)Nn2c(-c3cccs3)nc3ccccc3c2=O)c1OC
  A: 15	B: -2	C: 0.0	D: -7	E: -4	F: nt	G: 4	H: -9

CC[N+](CC)(CC)CCC(O)(c1ccccc1)C1CCCCC1 (configuration not stated)
  A: -1.9	B: -3	C: 0.2	D: -8	E: -1	F: -7	G: -2	H: -8

CCc1noc(C)c1C(=O)OCC(=O)N(CC)c1c(N)n(Cc2ccccc2)c(=O)[nH]c1=O
  A: 4.9	B: 0	C: 0.0	D: 0	E: 5	F: 11	G: -5	H: -8

COc1ccc(N2CCN(CC(O)COCCOc3ccc(Br)cc3)CC2)cc1 (configuration not stated)
  A: 1.1	B: -4	C: 0.0	D: nt	E: 2	F: nt	G: 2	H: -11

Cc1ccc2c(c1)c1c3n2CCN(C(=O)C2CC2)C3CCC1 (configuration not stated)
  A: -0.8	B: -24	C: -0.1	D: -6	E: -2	F: -2	G: 0	H: -20

CCCNC(=O)N1CC2(CCN(C(=O)c3cnccn3)CC2)c2c([nH]c3cc(OC)ccc23)[C@@H]1CO
  A: 0.2	B: -6	C: 0.4	D: nt	E: nt	F: nt	G: 0	H: 6

Cc1cccc(-c2c3c(=O)n(C)c(=O)n(C)c3cn2C(C)C)c1
  A: nt	B: 26	C: nt	D: -4	E: nt	F: -8	G: -4	H: -1

O=C(c1ccccc1)N1C[C@@H]2[C@H](c3ccccc31)[C@@H](CO)N2C(=O)Nc1ccccc1Cl
  A: 0.0	B: -3	C: 0.3	D: 1	E: nt	F: 10	G: -3	H: -10

CCOc1ccc(S(=O)(=O)n2c([N+](=O)[O-])cnc2C)c(C)c1C
  A: 0.2	B: 6	C: 0.3	D: 2	E: 5	F: -11	G: -4	H: -12

COc1cccc(CN2CCC(C(=O)Nc3ccc(Oc4cccnc4)cc3)CC2)c1
  A: -0.4	B: 7	C: 0.0	D: nt	E: -1	F: -3	G: -11	H: -8

COc1ccc(C2=Nc3ccccc3N(C(=O)c3cccnc3)C2C(=O)NC(C)(C)C)cc1 (configuration not stated)
  A: 0.0	B: -30	C: -0.1	D: nt	E: 3	F: nt	G: 0	H: -13

O=C(NCC1CC1)C1(S(=O)(=O)c2ccccc2)CC=CC1
  A: -0.2	B: -8	C: 0.0	D: 0	E: 3	F: -2	G: 1	H: -14

CCOC(=O)C1CCN(C(=O)CC(C)S(=O)(=O)c2ccc3c(c2)NC(=O)CO3)CC1 (configuration not stated)
  A: nt	B: 3	C: 0.0	D: -1	E: 8	F: 6	G: 10	H: 9

Cc1ccc(NC(=O)c2ccc3c(=O)n4c(nc3c2)CCC4)cc1F
  A: nt	B: -99	C: 0.0	D: 67*	E: -1	F: 3	G: 4	H: -12

CC1=C[C@@H](C)[C@@H](c2ccccc2)OC1=O
  A: -0.1	B: 2	C: -0.1	D: 3	E: -13	F: -8	G: 12	H: -10

COC(=O)CCNC(=O)c1ccc2[nH]c(C)c(C)c2c1
  A: 0.1	B: 0	C: -0.2	D: nt	E: 4	F: nt	G: 1	H: -9

C=CCNC(=O)c1c(CS(=O)(=O)c2ccccc2)noc1C(=O)NCc1ccccc1
  A: -0.2	B: 0	C: -0.1	D: -10	E: 8	F: 8	G: 0	H: -2

O=C(CCNc1ccc(F)c(Cl)c1)c1ccco1
  A: nt	B: 30	C: nt	D: -2	E: nt	F: -8	G: -5	H: -11

Cc1c(C)n2c(SCC(=O)N3CCCC3)nnc2[nH]c1=O
  A: 0.1	B: -6	C: 0.0	D: 2	E: -5	F: -22	G: 3	H: -7

COCCCNCC#CCOc1ccc(OC)cc1
  A: -0.2	B: 0	C: 0.2	D: nt	E: -2	F: nt	G: 7	H: -16

C=CCc1cc(Cl)ccc1OCCOCCN(C)C
  A: 3.2	B: 2	C: -0.1	D: -2	E: -4	F: -4	G: -2	H: -16

CCOC(=O)c1cc(S(=O)(=O)N2CCN(Cc3ccccc3)CC2)cn1C
  A: -0.4	B: -9	C: 0.5	D: 2	E: 3	F: 8	G: 1	H: 7

CCc1ccc(CN2CCC(n3nccc3NC(=O)c3cccc(F)c3)CC2)cc1
  A: nt	B: -5	C: 0.1	D: nt	E: 14	F: -2	G: -2	H: -5

C[C@@H]1CCCCO[C@@H](CN(C)S(=O)(=O)c2ccc(F)cc2)[C@H](C)CN([C@@H](C)CO)C(=O)c2cc(NC(=O)Nc3ccc(F)cc3)ccc2O1
  A: 0.0	B: -3	C: 0.5	D: 3	E: -2	F: -1	G: nt	H: nt

Cc1ccc(S(=O)(=O)Nc2cccc3c2O[C@@H](CN(C)C(=O)Nc2ccccc2)[C@@H](C)CN([C@H](C)CO)C3=O)cc1
  A: 0.1	B: 9	C: 0.0	D: -6	E: nt	F: -6	G: 0	H: 17

Cc1ccc(NC(=O)c2ccc(Cl)c(S(=O)(=O)NCC3CCCO3)c2)c(O)c1 (configuration not stated)
  A: 0.6	B: nt	C: -0.1	D: 2	E: 1	F: 6	G: 5	H: -15

CN1CCN(C(=O)C[C@H]2C[C@@H]3c4cc(NC(=O)Nc5ccccc5F)ccc4O[C@@H]3[C@@H](CO)O2)CC1
  A: 0.1	B: 1	C: -0.1	D: 5	E: -6	F: 9	G: nt	H: nt

Cn1nc(-c2ccc(N3CCN(CCO)CC3)c([N+](=O)[O-])c2)c2ccccc2c1=O
  A: nt	B: -1	C: 0.2	D: nt	E: nt	F: nt	G: -5	H: 7

C[C@@H]1CN([C@@H](C)CO)C(=O)c2ccccc2-c2ccccc2CO[C@@H]1CN(C)C(=O)c1ccncc1
  A: -0.6	B: 4	C: -0.7	D: -1	E: -3	F: -11	G: 0	H: 8

Cc1cc(C)c2c(N)c(C(=O)c3ccc(Br)cc3)oc2n1
  A: nt	B: -11	C: 0.2	D: nt	E: -1	F: nt	G: -6	H: -8

COc1ccc(NC(=O)N[C@@H]2CC[C@H](CCNC(=O)c3ccccc3F)O[C@@H]2CO)cc1
  A: 0.3	B: -4	C: 0.0	D: 2	E: -4	F: 1	G: -2	H: 7

O=c1[nH]snc1N1CCOCC1
  A: nt	B: 9	C: 0.0	D: -11	E: nt	F: -7	G: -1	H: 5

CCC(=O)N(CCc1ccccc1)Cc1cc2cc(C)ccc2[nH]c1=O
  A: 0.3	B: 4	C: 0.2	D: 0	E: -7	F: -12	G: -4	H: -7

Cc1cc(C(=O)C(C)OC(=O)c2ccc(NC(=O)CC#N)cc2)c(C)n1-c1ccc(OC(F)F)cc1 (configuration not stated)
  A: 13	B: 2	C: 0.0	D: -20	E: -10	F: 6	G: -29	H: -56

# One compound at a time (already shown). Order of values: E-selectin induc	EWS-Fli block	XiGFP reactiv	esBAF inh	FN deposition inh	RAD54 inh	S100A4 MyoIIA	RAD52 inh
# Listed for Cc1cc(C(=O)C(C)OC(=O)c2ccc(NC(=O)CC#N)cc2)c(C)n1-c1ccc(OC(F)F)cc1 (configuration not stated) → 13	2	0.0	-20	-10	6	-29	-56
# Listed for CCC(=O)N(CCc1ccccc1)Cc1cc2cc(C)ccc2[nH]c1=O → 0.3	4	0.2	0	-7	-12	-4	-7

# Next entries.
# Codes: A = E-selectin induc; B = EWS-Fli block; C = XiGFP reactiv; D = esBAF inh; E = FN deposition inh; F = RAD54 inh; G = S100A4 MyoIIA; H = RAD52 inh
CCOC(=O)CSc1ncnc2c(C(=O)OCC)c3n(c12)CCC3
  A: 1.9	B: -12	C: 0.2	D: nt	E: -1	F: nt	G: 3	H: -8

O=C(Cc1ccccn1)NCC[C@H]1CC[C@H](NC(=O)c2ccccc2F)[C@H](CO)O1
  A: -0.4	B: -3	C: -0.5	D: -1	E: -2	F: -5	G: -8	H: -34

COc1cccc(C2NC(c3cccc(OC)c3O)C(C)C(=O)C2C)c1O (configuration not stated)
  A: nt	B: 2	C: nt	D: 5	E: nt	F: 6	G: 2	H: -6

COCc1cc(N2CCOCC2)nc(SCc2ccc(Cl)cc2)n1
  A: nt	B: -4	C: 0.0	D: nt	E: -6	F: nt	G: -4	H: -9

C[C@H](CO)N1C[C@H](C)[C@@H](CN(C)C(=O)CC2CC2)Oc2ncc(C#CC3(O)CCCC3)cc2C1=O
  A: -0.5	B: -3	C: -0.4	D: 6	E: -3	F: 2	G: 3	H: 5

O=C(C[C@@H]1CC[C@H]2[C@@H](COC[C@H](O)CN2C(=O)c2ccncc2)O1)NCc1cccc(F)c1
  A: 0.2	B: 6	C: 0.6	D: -5	E: 3	F: -25	G: nt	H: nt

COc1ccc(C(=S)N2CCOCC2)cc1OC(=O)c1ccc([N+](=O)[O-])cc1
  A: nt	B: -4	C: 0.1	D: 1	E: 9	F: -1	G: -2	H: 0

CCOC(=O)N1CCN(C(=O)c2ccc3c(Cl)c4c(nc3c2)CCCC4)CC1
  A: -0.4	B: -5	C: 0.1	D: -1	E: 4	F: 0	G: 3	H: 5

COCC#Cc1ccc([C@@H]2[C@H]3CN(C(=O)C4CCCC4)CC(=O)N3[C@H]2CO)cc1
  A: -0.4	B: 0	C: 0.2	D: nt	E: -1	F: nt	G: -15	H: -29

O=C(NCc1ccccc1)/C(=C\c1ccc(O)cc1)NC(=O)c1ccco1
  A: -1.5	B: 4	C: 0.1	D: 1	E: -4	F: -8	G: -3	H: -6

# Three of the compounds above, with two lines to a compound.
# Second line of a record: E-selectin induc, EWS-Fli block, XiGFP reactiv, esBAF inh, FN deposition inh, RAD54 inh, S100A4 MyoIIA, RAD52 inh
- COCc1cc(N2CCOCC2)nc(SCc2ccc(Cl)cc2)n1
→ nt, -4, 0.0, nt, -6, nt, -4, -9
- C[C@H](CO)N1C[C@H](C)[C@@H](CN(C)C(=O)CC2CC2)Oc2ncc(C#CC3(O)CCCC3)cc2C1=O
→ -0.5, -3, -0.4, 6, -3, 2, 3, 5
- O=C(C[C@@H]1CC[C@H]2[C@@H](COC[C@H](O)CN2C(=O)c2ccncc2)O1)NCc1cccc(F)c1
→ 0.2, 6, 0.6, -5, 3, -25, nt, nt

# High-throughput results from PubChem.
